Source: PubChem (Emory University Molecular Libraries Screening Center)
14-3-3g Raf – alters human 14-3-3 gamma binding to Raf peptide; FP, 14-3-3gamma / TMR-pS259-Raf peptide binding; inhibition, % at 40 µM; 160,000 compounds, 0.19% hits; in the data active = inhibition above about 30%;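 also: 0% = protein plus tracer without compound and 100% = blank with tracer alone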
Target sequence (P61981 whole entry, looked up): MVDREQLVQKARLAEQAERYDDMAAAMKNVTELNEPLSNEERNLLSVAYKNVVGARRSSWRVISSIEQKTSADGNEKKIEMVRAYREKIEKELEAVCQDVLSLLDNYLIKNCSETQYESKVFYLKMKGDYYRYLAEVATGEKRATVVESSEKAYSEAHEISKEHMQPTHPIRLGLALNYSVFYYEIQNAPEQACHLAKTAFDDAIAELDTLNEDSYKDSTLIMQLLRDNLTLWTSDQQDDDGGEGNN
Starred values were filed as active, the others as inactive; & = joins results of further samples. Not all compounds are listed; the hit share may differ from the screen's.

SMILES	14-3-3g Raf
COc1cc2c(cc1OC)C1(NCC2)C(=O)Nc2ccccc21 (centres undefined)	-5
Nn1c(SCC(=O)Nc2ccc(F)c(F)c2)nnc1C1CCCCC1	-2
Cc1cccc(N2CCN(C(=O)c3cn(CC(C)C)c(=O)c4c3c3ccccc3n4C)CC2C)c1 (centres undefined)	-6
COCCNC(=O)c1cc2n(n1)C(C(F)(F)F)CC(c1ccc(Cl)cc1)N2 (centres undefined)	7
COc1cc(OC)c(NC(=O)Cn2cccc2)cc1Cl	-3
O=C1C2=C(C(c3ccccc3)=NCCN2)C(c2ccc(F)cc2)N1c1cccc(C(F)(F)F)c1 (centres undefined)	17
Cc1cc(C)nc(SCC(=O)OCC(=O)N2c3ccccc3Sc3ccccc32)n1	-3
Cc1ccc(C)c(Cn2c(CCNC(=O)Cc3ccccc3)nc3ccccc32)c1	-12
CC1(C)N([O-])C(c2ccccc2)=C[N+](=O)C1(C)C	-2
O=C(CCc1nc2ccccc2c(=O)[nH]1)OCc1nnc(-c2ccccc2)o1	-12
Cc1nc(C)c(C(=O)C2=C(O)C(=O)N(CCCN(C)C)C2c2ccco2)s1 (centres undefined)	-3
O=c1[nH]c2ccccc2cc1-c1noc(-c2cccnc2)n1	3
C=CCSc1ncccc1C(=O)NCCc1ccc(Cl)cc1	0
CCc1nnc(NC(=O)c2ccc(-c3cccc(C(F)(F)F)c3)o2)s1	-6
CC(=O)c1ccc(N2CCN(C(=O)C3CCC(CNS(=O)(=O)c4cccs4)CC3)CC2)cc1 (centres undefined)	-5
CCC(=O)N1c2ccc(S(=O)(=O)N3CCN(C4CCCC4)CC3)cc2CC1C (centres undefined)	-13
COc1ccc(C2Oc3ccccc3C=C2[N+](=O)[O-])cc1OC (centres undefined)	3
Cc1ccc(-n2nc(C)c3c(C)c(CCC(=O)NCc4ccco4)c(C)nc32)cc1	-4
CC(C)N1CC(COc2ccccc2)OC1=O (centres undefined)	-1
CCOC(=O)C1=C(C)Nc2nc(SC)nn2C1c1ccc(F)cc1 (centres undefined)	3
CCC(=O)NCCCc1nc2ccccc2n1Cc1ccccc1F	0
O=C(NCc1ccccn1)c1cc(=O)[nH]c2ccc(Br)cc12	-7
CN(C)S(=O)(=O)c1ccc(C(=O)Nc2ccc(-n3nncc3-c3ccccc3)cc2)cc1	2
CS(=O)(=O)c1ccc2nc(NC(=O)Cc3ccc(F)cc3)sc2c1	-13
Cc1sc2ncnc(NCCCO)c2c1C	-3&-2
Cc1ccc2c(c1)-c1ccccc1C2=O	-9
CN(C)S(=O)(=O)c1ccc(/C(O)=C2\C(=O)C(=O)N(Cc3cccnc3)C2c2ccc(Cl)cc2)cc1 (centres undefined)	2
COc1ccc(N2C(=O)c3ccccc3NC2c2ccc(N(C)C)cc2)cc1 (centres undefined)	-10
Cc1ccccc1-c1nc(C2CCCCC2)no1	7
CCOC(=O)C1CCN(S(=O)(=O)c2ccc3c(c2)CCCN3C(C)=O)CC1	6&2
Cc1nnc(C)n1/N=C/c1ccc2c(c1)OCCO2	0
Cc1ccc(Nc2nc3c(s2)CCC3)c(C)c1	-13
C=CCC(NCc1ccccc1)c1ccccc1 (centres undefined)	-14
Cc1ccc(-n2nc(C)c3c2OC(N)=C(C#N)C3c2ccncc2)cc1 (centres undefined)	-1
CC1CCCC(Nc2c(-c3ccsc3)nc3ccc(Cl)cn23)C1C (centres undefined)	-19
O=C(NCc1ccc2c(c1)OCO2)C1CCC(CNc2c(N3CCCC3)c(=O)c2=O)CC1 (centres undefined)	-4
CC(C)(C)c1ccc(C(=O)Nc2nc(-c3ccc(Cl)cc3)cs2)cc1	3
N#CC1=C(N)SC2(CCCCC2)SC1c1ccccc1 (centres undefined)	4
COC(=O)c1cc(NC(=O)c2ccc(N3CCCCC3c3cccnc3)c([N+](=O)[O-])c2)cc(C(=O)OC)c1 (centres undefined)	-1
CCCN(CCO)Cc1ccc(Cl)c(Cl)c1	-4
O=C(NCC1CCCO1)C1CCC(=O)N1CCc1ccccc1 (centres undefined)	7&-8
O=C1C2CC=C(Cl)CC2C(=O)N1CCO (centres undefined)	-5
CCSc1nnc2c(n1)OC(c1ccccc1F)Nc1ccccc1-2 (centres undefined)	3
Cc1ccc(NC(=O)N(CCCN2CCOCC2)Cc2cccs2)cc1C	-3
O=C(COc1ccc(Cl)cc1)N1CCN(C(=O)c2cccc(F)c2)CC1	2
O=C(NCCc1ccccc1)c1ccc2nc3ccccc3c(=O)n2c1	2
COc1ccccc1CNC(=O)CN(C)CC(=O)Nc1cccc(F)c1	-9
O=C(CSc1nc2ccccc2o1)Nc1ccc(Cl)c(C(=O)O)c1	8
Nc1cccc(NC(=O)c2cccs2)c1	2&-28
Cc1ccc(O)c(NC(=O)c2ccco2)c1	4
COC(=O)C(NC(=O)C(C)Oc1ccccc1)C(C)C (centres undefined)	-6
CC(C)(C)NS(=O)(=O)c1cccc2nonc12	1
COC(=O)Oc1c(Br)c(=O)oc2ccccc12	-4
CC(=O)N1CCc2cc(Br)cc(S(=O)(=O)CCC(=O)N3c4ccc(F)cc4CCC3C)c21 (centres undefined)	-2
O=C(Nc1nc(-c2ccccc2)ns1)c1cccs1	-7
CC(=O)N(Cc1cc2c(C)cc(C)cc2[nH]c1=O)C1CCCCC1	-4
O=C(NC(=O)c1ccc(Cl)cc1)Nc1cc(N2CCCCC2)ncn1	-2
CCN(CC)C(=O)Cn1cnc2ccccc2c1=O	-3
CC(C)N1CCc2c(sc(NC(=O)c3ccc(S(=O)(=O)N4CCOCC4)cc3)c2C#N)C1	-35
O=C(C1CCN(C2CC(=O)N(Cc3ccccc3)C2=O)CC1)N1CCCCCC1 (centres undefined)	-1

Next section
SMILES	14-3-3g Raf
COc1ccc(-c2n[nH]c3c2C(c2ccc(OC)cc2OC)N(c2ccc(Br)cc2)C3=O)cc1 (centres undefined)	5
Cc1c(N/C=C/C(=O)c2cccs2)c(=O)n(-c2ccccc2)n1C	-6
CCCCCc1ccc(C(=O)CCN(C)C)cc1	-3
CC1(C)C(=O)N(Cc2ccccc2)c2ccccc2N1C(=O)c1ccc(Br)cc1	-6
CCOC(=O)c1c(C)[nH]c(C)c1C(=O)CSc1nc(N)cc(N)n1	-7
COc1ccccc1OC(=O)c1ccc2nsnc2c1	-12&-7
Cc1nnc(NCCc2ccccc2)n(N)c1=O	1
O=C(NCCc1ccccc1)C(=O)Nc1ccc(Cl)c(C(F)(F)F)c1	6
O=C(Nc1ccc(I)cc1)c1cccc(S(=O)(=O)N2CCOCC2)c1	-18
CC(C)C(NC(=O)c1ccc(Cl)cc1)C(=O)NC1=NCCS1 (centres undefined)	-9
O=C(OCC(=O)N1CCN(C(=O)c2ccco2)CC1)c1cc(-c2ccc(F)cc2)nc2ccccc12	-11
COc1ccccc1C1C=C(c2ccc(Cl)cc2)Nc2nc(N3C(=O)CCC3=O)nn21 (centres undefined)	0
CCCCSc1nnc2c(n1)OC(c1cccc([N+](=O)[O-])c1)Nc1ccccc1-2 (centres undefined)	-56
Cc1cc(C)c(C#N)c(Nc2cccc3ccccc23)n1	-13
Cc1ccc(-n2nc3c(c2NC(=O)c2ccc4c(c2)OCO4)CSC3)c(C)c1	-3
O=C(NC1CCCCC1)c1ccccc1C(=O)NC1CCCCC1	1
CCOC(=O)c1c(CN2CCN(C)CC2)oc2ccc(OC)cc12	-11
COc1ccc(C)cc1NC(=O)Cn1cnc2c1c(=O)n(C)c(=O)n2C	0
CCCOc1ccc(-c2nc(N)n[nH]2)cc1	-2&-1
Cc1c(C(=O)NCCc2ccccc2)oc2ccc(S(=O)(=O)N3CCCC3)cc12	-8
CC1=C(C(=O)OCCc2ccccc2)C(c2ccc(Cl)cc2)C2=C(CC(C)(C)CC2=O)N1 (centres undefined)	-3
CCCC(=O)N(CCc1ccccc1)Cc1nc2ccccc2c(=O)[nH]1	-4
O=C1c2cccc3cccc(c23)N1S(=O)(=O)c1ccc(Br)cc1	-51
COc1cc(OC)c(NC(=O)Cn2cnc3sc(C)c(S(=O)(=O)N4CCOCC4)c3c2=O)cc1Cl	-9
C=CCNc1nc(N(c2ccccc2)c2ccccc2)nc(-n2ccnc2)n1	1
COc1ccc(OC)c(C2C(C(=O)OC3CCCCC3)=C(C)Nc3ncnn32)c1 (centres undefined)	-2
COc1ccc(C2CC(c3cccs3)Nc3nnnn32)c(OC)c1 (centres undefined)	-8
CSc1nc2ccc(N=Cc3ccc(Sc4nccn4C)c([N+](=O)[O-])c3)cc2s1	-13
Cc1cccn2c(=O)c3cc(C#N)c(=NC(=O)c4ccc5c(c4)OCO5)n(CC(C)C)c3nc12	-11
CC(NS(=O)(=O)c1cccc(C(F)(F)F)c1)C(=O)O (centres undefined)	1
COc1ccc(C2=NN(C(=O)c3cccc([N+](=O)[O-])c3)C(c3cccc([N+](=O)[O-])c3)C2)cc1 (centres undefined)	-10
CC(=O)NCCOc1cccc2ccccc12	-9
CC1(C)CC(N2C(=O)OC(C)(C3CC4C=CC3C4)C2(C)O)CC(C)(C)N1 (centres undefined)	4
COc1ccc(-c2nc(SCC(=O)Nc3cccc(F)c3)c3c(=O)n(C)c(=O)n(C)c3n2)cc1	-7
N#C/C(=C1\CCCN1)c1nc(-c2ccccc2)cs1	1
Cc1ccc2nc(NC(=O)Cn3cc4c(n3)CCCCC4)sc2c1	-4
O=C(CCCN1C(=O)c2ccccc2C1=O)Nc1ccc(S(=O)(=O)Nc2ncccn2)cc1	3
Cc1ccc(-c2nc3ccc(Br)cn3c2Nc2ccc(F)cc2)o1	-9
CC(C)CCN1CC(C(=O)NCCCN2CCOCC2)CC1=O (centres undefined)	3
Cc1c(Cl)c([N+](=O)[O-])nn1CC(=O)Nc1sc2c(c1C(=O)OC(C)C)CCCC2	-3
O=C(O)c1nc2ccccc2c(C(=O)O)c1-c1ccc(OCc2ccc(F)cc2)cc1	-9
CCOC(=O)C(CC)Sc1nnc2n1C(C)(C)Cc1ccccc1-2 (centres undefined)	-2
CCN(C(=O)c1nn(-c2ccc(C)cc2)c(=O)c2c1c1ccccc1n2C)c1cc(OC)ccc1OC	-2
CC(C)C(OC(=O)c1ccco1)C(=O)NCc1cccs1 (centres undefined)	-6
O=C(Nc1nc2ccccc2s1)c1cccc(C(Cl)(Cl)Cl)c1	-9
COc1ccc2nc(NC(=O)CNS(=O)(=O)c3cccs3)sc2c1	-15
COc1ccccc1Cn1c(=S)[nH]c2cc(C(=O)N3CCc4ccccc4C3)ccc2c1=O	-6
CCOCCCNC(=O)C(c1ccc(C)cc1)N(Cc1ccc2c(c1)OCO2)C(=O)c1cnccn1 (centres undefined)	1
Cc1ccc(Cn2nc(C)c(NC(=O)c3cc(-c4ccco4)on3)c2C)cc1	-28&-161
O=C(c1cccc(S(=O)(=O)N2CCOCC2)c1)N1CCCC1	-2
COC(=O)C1=C(C(=O)OC)SC(=C2C(=S)C(C)(C)N(C(=O)COc3ccc4ccccc4c3)c3ccc(OC)cc32)S1	1
O=C(NCC1COc2ccccc2O1)C1CCC(CNc2c(N3CCCCC3)c(=O)c2=O)CC1 (centres undefined)	-5
CN(C)c1ccc(C(=O)Nc2ccncc2)cc1	-7
O=C(CC1CCCC1)Nc1nnc(C2CC2)s1	5
O=C(CSc1nnc(-c2ccncc2)n1CC1CCCO1)NCc1ccccc1 (centres undefined)	-2
O=c1c2ccccc2oc2nc(-c3ccco3)n(Cc3ccccc3)c(=O)c12	-20
COc1ccc(C2C=C(C)Nc3nc(SC)nn32)cc1 (centres undefined)	-13&1
CCOC(=O)CCC(=O)Nc1ccc(C(N)=O)cc1	-12
CCOC(=O)COc1nc(OC)nc(N2CCOCC2)n1	1
Cc1cccn2c(=O)c3cc(C(=O)Nc4ccc(Oc5ccccc5)cc4)sc3nc12	-4
CCOC(=O)Cc1csc(NC(=O)c2ccc(S(=O)(=O)N3CCCCC3)cc2)n1	-3&-9
C=CCNC(=O)C1C(C=C(Cl)Cl)C1(C)C (centres undefined)	-4
O=C(Nc1ccc2c(c1)OCO2)C(c1ccccc1)N(Cc1ccccc1)c1ccccc1 (centres undefined)	-17

Molecules listed so far that contain fluorine:
SMILES	14-3-3g Raf
Nn1c(SCC(=O)Nc2ccc(F)c(F)c2)nnc1C1CCCCC1	-2
COCCNC(=O)c1cc2n(n1)C(C(F)(F)F)CC(c1ccc(Cl)cc1)N2 (centres undefined)	7
O=C1C2=C(C(c3ccccc3)=NCCN2)C(c2ccc(F)cc2)N1c1cccc(C(F)(F)F)c1 (centres undefined)	17
CCc1nnc(NC(=O)c2ccc(-c3cccc(C(F)(F)F)c3)o2)s1	-6
CCOC(=O)C1=C(C)Nc2nc(SC)nn2C1c1ccc(F)cc1 (centres undefined)	3
CCC(=O)NCCCc1nc2ccccc2n1Cc1ccccc1F	0
CS(=O)(=O)c1ccc2nc(NC(=O)Cc3ccc(F)cc3)sc2c1	-13
CCSc1nnc2c(n1)OC(c1ccccc1F)Nc1ccccc1-2 (centres undefined)	3
O=C(COc1ccc(Cl)cc1)N1CCN(C(=O)c2cccc(F)c2)CC1	2
COc1ccccc1CNC(=O)CN(C)CC(=O)Nc1cccc(F)c1	-9
CC(=O)N1CCc2cc(Br)cc(S(=O)(=O)CCC(=O)N3c4ccc(F)cc4CCC3C)c21 (centres undefined)	-2
O=C(NCCc1ccccc1)C(=O)Nc1ccc(Cl)c(C(F)(F)F)c1	6
O=C(OCC(=O)N1CCN(C(=O)c2ccco2)CC1)c1cc(-c2ccc(F)cc2)nc2ccccc12	-11
CC(NS(=O)(=O)c1cccc(C(F)(F)F)c1)C(=O)O (centres undefined)	1
COc1ccc(-c2nc(SCC(=O)Nc3cccc(F)c3)c3c(=O)n(C)c(=O)n(C)c3n2)cc1	-7
Cc1ccc(-c2nc3ccc(Br)cn3c2Nc2ccc(F)cc2)o1	-9
O=C(O)c1nc2ccccc2c(C(=O)O)c1-c1ccc(OCc2ccc(F)cc2)cc1	-9

Not a retest: 3 of the compounds above.
SMILES	14-3-3g Raf
O=C(CC1CCCC1)Nc1nnc(C2CC2)s1	5
O=C(CSc1nnc(-c2ccncc2)n1CC1CCCO1)NCc1ccccc1 (centres undefined)	-2
O=c1c2ccccc2oc2nc(-c3ccco3)n(Cc3ccccc3)c(=O)c12	-20
